Compound activity (PubChem)
MPTP inh: inhibitors of mitochondrial permeability transition pore | isolated mouse mitochondria, Ca2+ swelling absorbance, 30 min | AID 602449 | actives 1.4% (n = 360,000) | inhibition, % at 10 µM;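 active = inhibition of 50% or more, scaled per plate between neutral and stimulator controls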;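 also: 0% = DMSO wells given calcium and 100% = 1 mM EGTA wells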
APOBEC3A inh: human APOBEC3A DNA deaminase inhibition; AID 493011; P31941; recombinant A3A, FAM/TAMRA ssDNA deamination fluorescence; inhibition, % at 20 µM; actives 0.41% (n = 330,000);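 active = at least 40% inhibition at 20 µM here, with at most 30% in a related deaminase screen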;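 also: plate controls were A3A with DMSO for no effect and wells lacking A3A enzyme for full effect; some results filed as inactive read as strong as hits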
Target sequence (P31941 whole entry, looked up): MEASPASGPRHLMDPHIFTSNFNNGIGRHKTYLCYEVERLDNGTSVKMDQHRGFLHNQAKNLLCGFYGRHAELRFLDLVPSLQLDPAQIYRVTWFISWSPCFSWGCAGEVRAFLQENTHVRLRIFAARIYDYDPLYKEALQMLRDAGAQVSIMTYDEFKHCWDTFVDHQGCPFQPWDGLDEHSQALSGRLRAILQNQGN
hIAP block: blocks human intestinal alkaline phosphatase | P09923 | purified IAP, CDP-Star luminescence, 30 min | inhibition, % at 10 µM | actives 0.12% (n = 330,000) | AID 2544;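 active = inhibition reaching a set limit with compound at 10 µM in the primary screen, cut at about 35% in these data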;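 also: plate controls were DMSO wells with enzyme for no effect and no-enzyme buffer wells for full effect; values of inactives mirror those of a sister screen read the other way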
Target sequence (P09923 whole entry, looked up): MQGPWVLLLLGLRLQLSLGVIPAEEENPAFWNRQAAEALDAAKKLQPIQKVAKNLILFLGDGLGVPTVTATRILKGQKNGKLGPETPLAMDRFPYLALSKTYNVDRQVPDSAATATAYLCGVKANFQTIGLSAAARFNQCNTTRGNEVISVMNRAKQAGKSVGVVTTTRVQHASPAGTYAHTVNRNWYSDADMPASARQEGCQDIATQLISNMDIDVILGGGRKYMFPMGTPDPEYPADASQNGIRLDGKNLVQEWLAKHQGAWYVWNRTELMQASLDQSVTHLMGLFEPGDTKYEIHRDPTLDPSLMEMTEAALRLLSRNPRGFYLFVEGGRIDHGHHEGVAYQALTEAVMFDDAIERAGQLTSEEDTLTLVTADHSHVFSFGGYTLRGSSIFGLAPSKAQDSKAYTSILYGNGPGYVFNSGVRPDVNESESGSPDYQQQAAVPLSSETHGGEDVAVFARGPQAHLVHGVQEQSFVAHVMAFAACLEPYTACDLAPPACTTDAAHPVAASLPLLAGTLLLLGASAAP
NR3A LBD binder: modulates the human NR3A ligand-binding domain; actives 2.5% (n = 340,000); Tm shift relative to glycine control, % at 25 µM; NR3A LBD differential scanning fluorimetry, Tm shift; 0% = protein alone, 100% = glycine-bound protein;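 active = melting temperature shift of at least 10% of the positive control shift, at one fixed dose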
mIAP activ: increases mouse intestinal alkaline phosphatase activity. muIAP, CDP-Star luminescence, 30 min; hits give high values; 1 = vehicle-only enzyme signal, 0 = enzyme-free wells. activation factor at 10 µM. actives 0.24% (n = 330,000). AID 2805;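 active = activation factor of at least 2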; also: the source names both 10 and 20 µM as test concentration; values of inactives mirror those of a sister screen read the other way
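Assay system: mouse IAP enzyme; reagent: chemiluminescent substrate CDP-Star; dosing: test compounds delivered from DMSO solution; schedule: 30 min at room temperature; measured by: luminescence from enzymatic CDP-Star hydrolysis; controls: DMSO-only wells and no-enzyme negative control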
APOBEC3G inh: APOBEC3G (human) deaminase inhibition | Q9HC16 | inhibition, % at 20 µM | AID 493012 | actives 0.28% (n = 330,000) | recombinant A3G, ssDNA deamination FAM/TAMRA fluorescence;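 active = inhibition of at least 40% at 20 µM, with no more than 30% in the related APOBEC3A deaminase screen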;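 also: plate controls were DMSO wells with A3G for no effect and wells lacking A3G enzyme for full effect; some compounds called inactive have numbers as strong as hits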
hIAP act: human IAP activation | P09923 | purified human IAP, CDP-Star luminescence, 30 min; hits give high values; 1 = vehicle-only enzyme, 0 = enzyme-free background | activation factor at 10 µM | actives 0.16% (n = 330,000);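 active = activation factor of the enzyme at least 2-fold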; also: the source names both 10 and 20 µM as test concentration; values of inactives mirror those of a sister screen read the other way
mIAP block: mouse IAP inhibition. purified mouse IAP, CDP-Star luminescence, 30 min. inhibition, % at 10 µM. actives 0.2% (n = 330,000). AID 2806;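 active = inhibition of at least 40% at 10 µM in the primary screen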;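 also: plate controls were DMSO with enzyme for no effect and no enzyme wells for full effect; values of inactives mirror those of a sister screen read the other way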
beta cell repl: MIN6 beta-cell proliferation induction. MIN6 cells proliferation, ATPlite luminescence, 48 h; cells starved in 0.2% serum; 100% = growth in 10% serum. proliferation, % at 10 µM. actives 0.29% (n = 330,000). AID 2380;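 active = compounds whose signal lies at least 3.5 SD above the mean of all wells on their plate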;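 also: 0% = DMSO-treated cells in low-serum medium and 100% = 10% serum control; some compounds called inactive have numbers as strong as hits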
* marks the source's active call; other numbers are inactive results; · = not tested or not shown. An unsorted share of the library; 5% or so of the library scored in one or more.

mol	NR3A LBD binder	hIAP act	beta cell repl	mIAP block	APOBEC3G inh	hIAP block	APOBEC3A inh	mIAP activ	MPTP inh
Cc1[nH]c(=O)c(C#N)c2c1CSC(C)(C)C2	-1	1.1	-3	-1	-1	-7	3	1	-1.4
CCCS(=O)(=O)N1CCN(c2ccccc2F)CC1	-3	1.1	-2	-5	-4	-13	2	1	1.3
CC(Oc1ccc2c(-c3ccccc3)cc(=O)oc2c1)C(=O)N[C@H](Cc1c[nH]c2ccccc12)C(=O)O (some centres undefined)	0	0.94	-3	21	2	6	-1	0.79	-1.1
O=C(Nc1cccc2nsnc12)C1CC(=O)N(c2ccccc2)C1 (centres undefined)	9	1.1	-1	-4	-5	-15	-1	1	-2.8
O=C(N/N=C/c1ccc2cccc(OCc3ccccc3)c2n1)c1ccc(Cl)cc1	-3	1	-4	11	0	-3	6	0.89	2.8
CCOCCn1c(CN2CCOCC2)nc2c1c(=O)[nH]c(=O)n2C	6	0.78	1	-3	-1	22	-2	1	-2.1
CCn1c(NN)nc2sc3c(c2c1=O)CCC3	-4	0.84	-2	10	4	16	1	0.9	-2.3
CC(=O)C1=C(C)NC(SCC(=O)c2ccc(-c3ccccc3)cc2)=C(C#N)C1c1cccnc1 (centres undefined)	·	1.1	-4	16	-3	-5	-3	0.84	·
Cc1ccc(-c2csc(=Nc3cccnc3)n2CCCn2ccnc2)cc1C	-8	1.1	0	8	-3	-11	-1	0.92	5.7
CCOC(=O)C1CCN(C(=O)COC(=O)CSc2ccccc2C)CC1	0	0.95	0	-17	22	5	-1	1.2	0.3
CCOC(=O)C(=CN=C(N)Nc1nc2ccccc2o1)C(=O)OCC	-2	1.7	-3	21	-3	-70	-2	0.79	0.3
COC(=O)C(NS(=O)(=O)c1ccc(C)cc1)c1ccccc1 (centres undefined)	2	1	-1	-5	1	-4	1	1	0.3
O=C(N/N=C/C=C/c1ccccc1)C(O)c1ccccc1 (centres undefined)	-4	0.88	-2	4	4	12	4	0.96	-0.5
COCCN(CCOC)S(=O)(=O)c1ccc(C(=O)Nc2nnc(C)o2)cc1	1	1	-2	15	-6	-2	-1	0.85	1.8
CCOCCCNC(=S)N1C2CCC1CC(NC(=O)NC13CC4CC(CC(C4)C1)C3)C2 (centres undefined)	0	1.2	-3	-19	-4	-21	-2	1.2	-1.1
O=C(N/N=C/C=C/c1ccc2c(c1)OCO2)c1ccc([N+](=O)[O-])cc1	-2	0.73	-1	10	-4	27	1	0.9	-1.4
CCCc1nnc(NC(=O)Cn2c(=O)sc3ccccc32)s1	-2	0.92	-3	8	-3	8	1	0.92	2.5
COc1ccc(C(C(=O)NC2CCCCC2)N(Cc2cccnc2)C(=O)c2snc(C(N)=O)c2N)cc1 (centres undefined)	-4	0.89	1	10	-5	11	0	0.9	2.5
COc1cccc(NC(=O)C(C)(C)C)c1	0	0.93	2	7	-11	7	-5	0.93	-1.0
CC1CC(CC(C)C(=O)Nc2nncs2)C(=O)O1 (centres undefined)	0	0.98	-3	-9	-7	2	-5	1.1	-0.1

In the list so far, these have a halogen:
mol	NR3A LBD binder	hIAP act	beta cell repl	mIAP block	APOBEC3G inh	hIAP block	APOBEC3A inh	mIAP activ	MPTP inh
CCCS(=O)(=O)N1CCN(c2ccccc2F)CC1	-3	1.1	-2	-5	-4	-13	2	1	1.3
O=C(N/N=C/c1ccc2cccc(OCc3ccccc3)c2n1)c1ccc(Cl)cc1	-3	1	-4	11	0	-3	6	0.89	2.8

More structures:
mol	NR3A LBD binder	hIAP act	beta cell repl	mIAP block	APOBEC3G inh	hIAP block	APOBEC3A inh	mIAP activ	MPTP inh
COc1ccc(C)cc1S(=O)(=O)N1CCCC(N2CCOCC2)C1 (centres undefined)	1	1.2	-1	-5	-6	-16	-5	1.1	-0.4
Cc1nnc(SCC(=O)N2CCc3ccccc3C2)n1-c1ccccc1	-1	1	6	-2	0	-2	3	1	-0.6
O=S1(=O)N=C(N(CCO)/N=C/c2ccncc2)c2ccccc21	-1	1	1	3	0	0	2	0.97	-1.0
O=[N+]([O-])c1cnn(-c2nc(-c3ccccc3)cc(C(F)(F)F)n2)c1	1	0.89	5	-5	-2	11	-1	1.1	1.4
C=CCN(CC=C)C(=O)c1c(OC)cccc1OC	-1	1	-2	3	1	0	2	0.97	0.0
Cc1ccc(C(=O)NS(=O)(=O)c2ccccc2)cc1	0	0.96	1	-10	0	4	1	1.1	0.3
Cc1ccc2[nH]c(=O)c(CN(Cc3ccco3)C(=O)c3ccncc3)cc2c1	-2	0.9	0	-4	-5	10	-3	1	-0.5
Cc1csc(NC(=O)CSCc2c(C)noc2C)n1	-1	0.94	-2	3	-6	6	3	0.97	-1.0
Cc1cc(C)c2nc(Cl)c(C3NC(=O)c4ccccc4N3)cc2c1 (centres undefined)	-6	0.99	1	2	-10	1	-6	0.98	-0.3
Cc1ccnc(NS(=O)(=O)c2ccc(NC(=O)Cc3ccc(F)cc3)cc2)n1	-1	0.94	-1	9	-4	6	-3	0.91	0.5
O=C(C1CC1)N1CCc2cc(Br)cc(S(=O)(=O)NCc3ccc4c(c3)OCO4)c21	4	1	5	4	-3	-3	-3	0.95	1.5
CC(C)OCCCn1c(NN)nc2ccccc2c1=O	3	1.1	-1	7	1	-5	5	0.93	-0.1
CCCCCCN1CC(O)=C(c2nc3ccccc3[nH]2)C1=N	-1	0.97	0	1	-4	3	-1	0.99	-1.2
O=C(NC(=S)N1CCN(c2ccc([N+](=O)[O-])cc2)CC1)c1ccccc1F	0	1	-1	6	5	0	0	0.94	0.8
COc1cc(OC)c(NC(=S)NCc2ccc(F)cc2)cc1Cl	-3	0.84	-5	-7	-18	16	-7	1.1	-2.9
CCCCc1nn2c(N)c(/C=C3\C=Nc4ccccc43)c(=O)nc2s1	8	0.95	1	4	-3	5	6	0.96	12
CC(c1ccco1)N(C(=O)c1ccccc1NS(=O)(=O)c1cc([N+](=O)[O-])ccc1Cl)c1ccccn1 (centres undefined)	-8	0.87	0	-7	-2	13	-2	1.1	0.6
CC(C)(C)C(=O)OCCn1c(=O)c2cc3c(=O)n(CCOC(=O)C(C)(C)C)c(=O)c3cc2c1=O	0	0.97	0	1	-2	3	3	0.99	-0.5
OCC1(Cc2ccccc2)CCN(Cc2ccc(-c3ccco3)cc2)CC1	-1	0.95	-5	-2	-6	5	-1	1	-0.2
O=C(CSc1nc2ccccc2c(=O)n1-c1ccccc1F)N1CCOCC1	2	1.1	0	-1	11	-7	37	1	0.5
CC(C)(C)c1ccc(NC(=O)Nc2ccc(F)cc2)cc1	14*	1	-5	-119	-4	0	-1	2.2*	99*
Cc1occc1C(=O)N1CCCC(Nc2ccc(C(C)C)cc2)C1 (centres undefined)	3	0.92	-2	4	-5	8	-3	0.96	0.5
Cc1ccc2nc(NC(=O)COC(=O)CSc3nc(C)cc(C)n3)sc2c1	-3	0.97	-3	12	0	3	5	0.88	-0.3
CC(=O)c1cccc(NC(=O)C2CCCCC2)c1	0	1.1	0	0	-1	-8	-1	1	-0.6
CCOc1cc(/C=N/NC(=O)c2cccs2)cc([N+](=O)[O-])c1O	1	1.1	-1	-3	-5	-6	0	1	1.8
COc1cc(OC)c(OC)cc1CN1CCCC(C(=O)c2ccccc2SC)C1 (centres undefined)	-1	0.9	-3	-2	-13	10	-1	1	1.1
CN(C)/C(=N\S(=O)(=O)c1ccc(F)cc1)c1ccccc1	0	0.95	-2	2	-2	5	1	0.98	-0.5
O=C(OCc1c(-c2ccccc2)ncc2ccccc12)c1ccc(C(F)(F)F)cc1	-30	0.98	-3	12	-10	2	0	0.88	-0.7
Cc1ccc(-c2nc(CS(=O)(=O)CC(=O)N3CCN(C)CC3)c(C)o2)cc1	-2	1.4	-4	2	-6	-38	-3	0.98	-0.4
Cn1c(C(=O)NCCN2CCOCC2)cc2c(=O)n3ccccc3nc21	1	1.4	-4	6	5	-42	-3	0.94	0.1
COc1ccc(C=O)cc1CN1CCCN(Cc2ccccc2F)S1(=O)=O	2	0.86	0	0	-4	14	-1	1	1.3
c1csc(Cc2nn3c(-c4ccncc4)nnc3s2)c1	-3	1.1	7.3*	2	0	-8	3	0.98	0.5
C[C@H](NC(=O)c1nc[nH]c1C(=O)N1CCN(c2ccccc2)CC1)C(=O)OC(C)(C)C	-2	1.2	-5	10	-1	-24	-3	0.9	-0.6
O=C(O)c1ccc(/C=N/NC(=S)NCCN2CCOCC2)cc1	0	0.99	-2	-10	-4	1	-1	1.1	-0.3
O=C(O)c1cn(CCOc2ccccc2Cl)c2ccccc12	0	0.94	-5	3	-3	6	-2	0.97	-2.4
O=[N+]([O-])c1cc(-c2nnc(C34CC5CC(CC(C5)C3)C4)o2)cc([N+](=O)[O-])c1	2	1.1	-5	11	5	-7	3	0.89	2.1
COc1ccc(-c2cn[nH]c2-c2ccc(OCC(=O)NN)cc2O)cc1	-1	1.5	-3	0	-5	-54	-4	1	-1.4
O=C(COC(=O)c1cccnc1Cl)NC1CCCc2ccccc21 (centres undefined)	2	1	1	-6	-8	-4	-2	1.1	-2.9
O=C(Nc1ccc(N2CCN(C(=O)c3ccccc3)CC2)c(Cl)c1)c1ccco1	-16	0.91	-4	5	2	9	2	0.95	-1.1
O=C(CCS(=O)(=O)c1cc2c(cc1Cl)NC(=O)CO2)NCCc1ccccc1	-3	1.1	-4	4	-7	-11	-5	0.96	0.2
